MLL CXXC-DNA inh – qHTS Fluorescence Polarization Assay for Inhibitors of MLL CXXC domain - DNA interaction; MLL-CXXC / FITC-HOXA9 DNA fluorescence polarization; Histone-lysine N-methyltransferase 2A (Homo sapiens), Q03164; AID 2662, 2010; Potency, µM (highest dose often 115 µM), for inactives: at the top dose activity change, negative = inhibition, usual class: inhibitors; hit rate 0.037% among 290,000; active = well fitted inhibition curve with a large enough effect in the polarisation, with a control signal flat, not every such curve was filed as active; inconclusive = small, poorly fitted or top-dose-only effect, or effect the other way, or a change in a side signal; inactive = no such curve, though single readings can be large or run the other way; the % refers to the polarisation
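Steps: dispense CXXC domain solution (7 uM) → pin compounds or unlabeled HOX-A9 DNA control → 5 min ambient → add FLSN-HOX-A9 solution (50 nM) → spin → 30 min ambient → fluorescence polarization. Tris pH 7.5/NaCl/DTT/BSA buffer.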
BRCA1 expr act – qHTS Assay to Identify Small Molecule Activators of BRCA1 Expression. MCF7-BRCA1-FFLuc reporter, luminescence, 48 h; response scale: scaled: vehicle 0%, 10 µM genistein 100%. Potency, µM (highest dose often 46.1 µM), for inactives: at the top dose activation, actives largely listed as activators. hit rate 1.1% among 380,000. AID 624202, 2012; note: nearly all actives have a fitted effect of over 80% in size; some results filed as inactive show a strong effect at the top dose
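MCF7 cells carrying a BRCA1-firefly luciferase reporter (2000 cells/well, phenol-red free MEM) were attached for 2 h at 37 °C, then given compounds for 48 h. Luminescence was read 15 min after luciferase reagent; activity normalized to genistein (10 microM) and DMSO.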
VP16 counter – VP16 counterscreen qHTS for inhibitors of ROR gamma transcriptional activity; Drosophila S2 Gal4-VP16 UAS-luciferase, luminescence, 20 h; Potency, µM (titrated, usually from 53.6 µM), without a hit: at the top dose activity, negative = inhibition, actives largely listed as inhibitors; hit rate 3.5% among 310,000;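 note: Gal4-VP16 expression switched on by copper sulfate through the metallothionein promoter; % is set by controls: 0 for no effect and ±100 for the full control effect; nearly all actives have a fitted effect of over 50% in size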
RORg inh – qHTS for inhibitors of ROR gamma transcriptional activity. AID 2551, 2010. hit rate 5.4% among 310,000. Drosophila S2 Gal4-RORgamma UAS-luciferase reporter, 20 h. Nuclear receptor ROR-gamma (Mus musculus), P51450. Potency, µM (doses to about 53.6 µM), for inactives: at the highest dose activity change, negative = inhibition, usual class: inhibitors; note: % is set by controls: 0 for no effect and ±100 for the full control effect; nearly all actives have a fitted effect of over 60% in size
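Compounds are pin-transferred onto Drosophila Schneider cells expressing a copper-inducible Gal4–ROR gamma transactivation domain fusion. After 1 hr, copper sulfate is added to 700 uM final; luciferase is read 20 hr later.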
MBNL1-CUG inh – qHTS Assay for Inhibitors of MBNL1-poly(CUG) RNA binding; TR-FRET MBNL1-His/biotin-(CUG)12 binding, 665/545 ratio; Potency, µM (doses to about 57.5 µM), inactives show top-dose activity change, negative = inhibition, hits mostly inhibitors; hit rate 0.036% among 280,000; AID 2675, 2010; active = well fitted inhibition curve with a large enough effect in the signal ratio, with a control signal flat, not every such curve was filed as active; inconclusive = small, poorly fitted or top-dose-only effect, or effect the other way, or a change in a side signal; inactive = no such curve, though single readings can be large or run the other way; the % refers to the signal ratio; note: % is set by controls: 0 for no effect and ±100 for the full control effect
Target sequence (Q9NR56 whole entry, looked up): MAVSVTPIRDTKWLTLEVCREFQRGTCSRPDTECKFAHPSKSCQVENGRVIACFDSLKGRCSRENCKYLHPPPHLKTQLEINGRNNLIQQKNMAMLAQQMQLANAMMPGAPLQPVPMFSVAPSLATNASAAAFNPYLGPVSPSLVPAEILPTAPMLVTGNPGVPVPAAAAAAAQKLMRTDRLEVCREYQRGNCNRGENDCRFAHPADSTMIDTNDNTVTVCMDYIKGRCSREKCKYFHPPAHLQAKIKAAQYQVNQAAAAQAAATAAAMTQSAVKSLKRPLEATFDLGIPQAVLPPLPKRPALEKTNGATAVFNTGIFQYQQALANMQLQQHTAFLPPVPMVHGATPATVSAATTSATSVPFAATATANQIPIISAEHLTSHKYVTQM
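Compounds (final 92 nM to 58 uM) are added to His-tagged MBNL1 and biotin-(CUG)12, then terbium anti-His antibody and streptavidin-XL665 (5 nM final). After 60 min at room temperature, the 665/545 nm ratio is read.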
p53 reactivation – qHTS assay for re-activators of p53 using a Luc reporter; Potency, µM (titrated, usually from 92.2 µM), for the others: top-dose activity change, positive = activation, usual class: activators; H1299 p53-A138V BP100-luciferase reporter, luminescence, 24 h; hit rate 0.063% among 320,000; AID 504706, 2011; note: % of control where 0% means no effect; nearly all actives have a fitted effect of over 45% in size
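p53-null H1299 cells stably carrying temperature-sensitive p53-A138V and a BP100-luciferase reporter were pinned with compounds (4-point, 1:5 series) and held 24 hrs at 37 deg C. Luminescence was read 10 min after detection reagent.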
ELG1 genotox – qHTS screen for small molecules that induce genotoxicity in human embryonic kidney (HEK293T) cells expressing luciferase-tagged ELG1 | AID 504466, 2011 | Potency, µM (doses to about 46 µM), for the others: at the top dose activity change, positive = activation, actives largely listed as activators | hit rate 1.3% among 330,000 | HEK293T ELG1-luciferase reporter, luminescence, 16 h; note: % of control where 0% means no effect; nearly all actives have a fitted effect of over 60% in size
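HEK293T cells expressing luciferase-tagged ELG1 were treated with compound or DMSO for 16 hr at 37°C. Luciferase activity was then read after 30 min with ONE-Glo at room temperature; rising signal flags genetic stress.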
uPA generation – qHTS for Inhibitors of Cell Surface uPA Generation | cell surface uPA generation assay, qHTS | Potency, µM (series often up to 38.3 µM), inactives show top-dose activity change, negative = inhibition, hits mostly inhibitors | hit rate 0.31% among 330,000; active = well fitted inhibition curve with a large enough effect; inconclusive = small, poorly fitted or top-dose-only effect; inactive = no such curve, though single readings can be large or run the other way; tested in mouse RAW 264.7 cells; note: % is set by controls: 0 for no effect and ±100 for the full control effect; nearly all actives have a fitted effect of over 55% in size
FLuc counter – qHTS profiling assay for firefly luciferase inhibitor/activator using purifed enzyme and Km concentrations of substrates (counterscreen for miR-21 project). Luciferin 4-monooxygenase (Photinus pyralis), P08659. purified FLuc, Km substrates, luminescence inhibition. Potency, µM (top dose mostly 57.5 µM), without a hit: top-dose activity change, negative = inhibition, usual class: inhibitors. hit rate 6.9% among 360,000. AID 588342, 2011;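 note: plate controls were vehicle for no effect and reference inhibitor for full effect; nearly all actives have a fitted effect of over 55% in size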
Target sequence (P08659 whole entry, looked up): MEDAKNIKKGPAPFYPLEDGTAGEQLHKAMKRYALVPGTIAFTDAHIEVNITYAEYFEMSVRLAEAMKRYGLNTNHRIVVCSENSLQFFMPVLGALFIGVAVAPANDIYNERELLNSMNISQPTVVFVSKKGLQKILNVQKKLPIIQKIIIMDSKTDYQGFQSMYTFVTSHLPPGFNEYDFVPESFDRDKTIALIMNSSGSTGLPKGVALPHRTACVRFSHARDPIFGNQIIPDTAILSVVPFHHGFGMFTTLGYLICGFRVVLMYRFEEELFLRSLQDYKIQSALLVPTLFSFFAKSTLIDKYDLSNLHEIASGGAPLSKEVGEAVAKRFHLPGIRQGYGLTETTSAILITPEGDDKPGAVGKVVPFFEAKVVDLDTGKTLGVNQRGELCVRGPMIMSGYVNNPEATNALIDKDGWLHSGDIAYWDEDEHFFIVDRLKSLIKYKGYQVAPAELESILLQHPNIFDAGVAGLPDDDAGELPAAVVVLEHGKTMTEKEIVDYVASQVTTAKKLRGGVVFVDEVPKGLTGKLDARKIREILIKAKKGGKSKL
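Biochemical qHTS of compounds, final roughly 60 µM downward over six points, against 10 nM purified firefly luciferase using Km concentrations of substrates (10 uM D-luciferin, 10 uM ATP) in Tris acetate pH 7.5 buffer; luminescence output.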
Rab9 promoter act – qHTS Assay for Rab9 Promoter Activators. AID 485297, 2010. hit rate 2.8% among 320,000. Huh7 Rab9 promoter-luciferase reporter, luminescence, 24 h. Potency, µM (doses to about 9.22 µM), for inactives: at the top dose activation, negative = inhibition, usual class: activators; note: % of control where 0% means no effect; nearly all actives have a fitted effect of over 60% in size
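Huh7 cells stably carrying Rab9 promoter–luciferase reporter, plated 1500 cells/well, compound added after 2 h and incubated 24 h at 37 °C; luciferase luminescence then read after 10 min with detection reagent.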
NPC1 prom act – qHTS Assay for NPC1 Promoter Activators; Huh7 NPC1 promoter luciferase reporter, 24 h; Potency, µM (series often up to 9.22 µM), for inactives: at the highest dose activation, actives largely listed as activators; hit rate 2.4% among 320,000;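 note: % of control where 0% means no effect; nearly all actives have a fitted effect of over 60% in size; reporter is driven by a mutant NPC1 promoter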
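Stably transfected Huh7 (NPC1 promoter→luciferase), 1500 cells/well in Opti-MEM + 10% FBS, 2 h settle, then compound 24 h at 37 °C. Luminescence after 10 min with Amplite reagent.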
Numbers without * were called inactive; ? = inconclusive; nt = no result given; [ ] = dose if it differs, or a comment. Unless noted, calls come from the whole dose curve; as a rule, active = well fitted curve in the direction sought with a large enough effect; inconclusive = small, poorly fitted or top-dose-only effect, or another doubt; inactive = no such curve, though single readings can be large; an effect the other way counts as inactive or inconclusive. Potency is the fitted concentration of half-maximal effect. Not all compounds are listed; count on the stated rates, not on these rows.

SMILES	MLL CXXC-DNA inh	BRCA1 expr act	VP16 counter	RORg inh	MBNL1-CUG inh	p53 reactivation	ELG1 genotox	uPA generation	FLuc counter	Rab9 promoter act	NPC1 prom act
COc1ccccc1NC(=O)CSc1nnc(NC(=O)c2ccco2)s1	-0.2%	3.1%	7.9%	44.3%	-0.2%	-2.9%	13.9%	-9.1%	15.1µM*	7.7%	-1.3%
O=c1ccnc(SCc2ccccc2Cl)[nH]1	-2.9%	0.0%	3.0%	-9.3%	2.4%	-4.5%	4.3%	0.2%	1.2%[2.3 µM]	-4.3%	0.1%
COc1ccccc1-c1c(C)[nH]n2c(=O)c(Cc3ccccc3)c(C)nc12	-4.9%	-22.8%	11.2µM*	14.1µM*	-7.0%	-5.8%	-6.3%	-25.2%	-0.9%	-3.2%	-4.9%
CSc1nc(SC(C)C(=O)O)c2c3c(sc2n1)COC(C)(C)C3 (stereo not given)	3.6%	0.0%	0.3%	36.3%	3.0%	-2.9%	-7.7%	-1.0%	-1.9%	0.9%	2.3%
COC(=O)C(NC(C)=O)(Nc1nc2c(s1)CCCC2)C(F)(F)F (stereo not given)	-2.1%	-24.2%	1.7%	0.2%	-4.5%	-3.9%	0.2%	2.2%	-1.4%	-1.5%	0.2%
CCC1CC(CSC(=N)N)OC1=O (stereo not given)	-2.5%	-1.3%	6.0%	17.3%	-7.2%	-5.3%	-7.2%	-10.7%	2.1%	0.2%	-1.8%
c1ccc(CSc2ccc(-c3ccccn3)nn2)cc1	0.9%	-25.5%	1.5%	7.94µM*	-0.2%	?	2.31µM*	-6.8%	4.78µM*	2.24µM*	0.794µM*
COc1cccc(C(=O)CC(C(=O)O)c2ccc(Cl)cc2)c1 (stereo not given)	-7.1%	-16.7%	4.2%	-5.1%	-8.5%	4.5%	-2.8%	-5.3%	0.7%	9.2%	0.0%
CCCN(C(=O)c1ccc(N2CCCC2=O)cc1)C1CCS(=O)(=O)C1 (stereo not given)	nt	5.8%	nt	nt	nt	8.2%	0.6%	0.0%	1.5%	-5.0%	-1.3%
COc1cc(CN2CCCC(CO)(Cc3ccccc3)C2)ccc1O (stereo not given)	2.3%	-10.8%	-10.6%	?	1.2%	15.7%	-1.7%	-2.7%	0.3%	2.1%	-0.4%
CCN1C(=O)[C@H]2[C@@H](c3ccc(-c4ccc(OC)cc4)cc3)N3CCC[C@@]3(C(=O)OC)[C@H]2C1=O	nt	0.0%	nt	nt	nt	-8.7%	-7.8%	-3.3%	?	-6.6%	-1.0%
COC(=O)c1ccccc1NC(=O)N1CCN(C(=O)c2ccco2)CC1	4.6%	-4.8%	-15.5%	-0.6%	3.0%	-4.7%	1.4%	3.1%	-1.0%	-8.6%	-4.1%
Cc1ccc(-n2c(=O)[nH]cc(C(=O)N3CCc4ccccc43)c2=O)cc1	-11.2%	2.1%	-6.6%	17.5%	9.8%	3.7%	1.2%	-1.3%	1.8%	-3.6%	2.1%
CCN(C(=O)COC(=O)/C=C/c1cnc2ccccc2n1)C1CCS(=O)(=O)C1 (stereo not given)	25.0%	-5.5%	-16.9%	-12.2%	?	?	-2.6%	-4.5%	-4.2%	-2.8%	4.2%
N=C(CC1CC(=O)NC(=O)C1)C1=C(O)CCCC1=O	?	-11.1%	0.4%	-9.6%	3.9%	0.4%	1.0%	-2.7%	1.7%	2.5%	-0.1%
COc1ccc(/C=C/C(=O)NC(=S)Nc2ccc(S(=O)(=O)N=C(N)N)cc2)cc1OC	10.1%	-0.4%	-4.8%	-9.4%	2.0%	1.3%	3.4%	0.0%	0.1%	0.0%	-1.1%
O=C(Nc1ccc(Oc2ncnc3cc(Cl)ccc23)nc1)Nc1cccc(C(F)(F)F)c1	-2.7%	76.7%	16.3%	17.1%	-4.7%	0.6%	-0.8%	2.5%	-1.0%	-3.4%	-5.8%
O=C(O)c1ccc2c(c1)C(=O)N(NC(=O)c1ccc(O)cc1)C2=O	-0.9%	-8.0%	?	11.2µM*	23.5%	0.1%	-3.8%	6.1%	-12.5%	-2.8%	-0.6%
Cc1ccc(OCC(=O)Nc2ccccc2-c2ccccc2NC(=O)COc2ccc(C)cc2)cc1	-1.4%	-29.9%	-27.5%	?	-13.1%	3.9%	3.4%	1.4%	3.0%	0.2%	-9.1%
COc1cc2cc(C(c3nnnn3C3CCCC3)N3CCCCC3)c(=O)[nH]c2cc1OC (stereo not given)	8.8%	-26.4%	2.1%	-6.7%	-7.4%	-1.5%	1.8%	4.4%	-0.6%	1.7%	-2.5%
O=C1Cc2ccccc2C(c2ccc(Cl)cc2Cl)N1 (stereo not given)	1.2%	-11.1%	3.6%	5.5%	4.8%	6.6%	-2.1%	-8.2%	3.3%	-4.5%	1.8%
Fc1ccccc1/C=N/Nc1nc(-c2ccccn2)nc2ccccc12	2.7%	nt	0.501µM*	0.251µM*	-0.6%	4.1%	8.9%	nt	9.53µM*	-28.1%	-24.2%
CCn1nnc(NC(=O)c2cccc(-c3cc4ccccc4oc3=O)c2)n1	0.7%	66.7%	19.3%	42.5%	?	?	?	nt	15.1µM*	2.51µM*	?
COC(=O)C(C)Sc1nnc(-c2ccncc2)o1 (stereo not given)	-3.2%	-5.5%	15.3%	5.4%	2.7%	17.8%	-0.7%	-1.2%	-9.2%	7.5%	0.0%
Cc1ccc(Cl)cc1N1CCN(Cc2nnnn2C2CCCCC2)CC1	-9.4%	-49.5%	-12.4%	?	-13.1%	-3.3%	-4.2%	15.2%	0.6%	1.7%	0.1%
O=Cc1ccc(OCc2cn3ccccc3n2)cc1	-14.1%	99.0%	-14.9%	-28.3%	-0.1%	-1.0%	?	?	12µM*	-2.3%	-3.9%
Cc1cc(C)nc(NS(=O)(=O)c2cccs2)c1	-3.9%	-17.5%	-11.1%	2.9%	-8.8%[11.5 µM]	-9.1%	3.0%	-0.7%	0.6%	-2.5%	-3.6%
c1ccc(-c2ncc(CN3CCN(c4ccccn4)CC3)[nH]2)cc1	37.6%[activator]	4.1%	3.3%	12.7%	nt	2.4%	-0.7%	16.7%	?	2.9%	2.5%
Cc1ccc(S(=O)(=O)N2CCCN(C(C)c3nc4ccccc4c(=O)[nH]3)CC2)cc1 (stereo not given)	nt	-10.0%	nt	nt	nt	-6.6%	-3.8%	1.8%	11.7%	-1.8%	-3.7%
Cc1ccccc1CS(=O)(=O)c1ccc(C(=O)N2CCOCC2)cc1[N+](=O)[O-]	1.0%	-62.3%	18.1%	-9.9%	?	5.1%	-10.9%	-15.2%	1.5%	1.0%	-4.5%
CCCc1nnc(NC(=O)c2c(O)c3cccc4c3n(c2=O)CC4)s1	-6.2%	-3.1%	-20.0%	-0.1%	-5.3%	3.2%	1.6%	4.2%	3.3%	1.2%	-2.2%
Cc1cccc2cc3c(NC(=O)C(C)C)nn(C)c3nc12	4.9%	-22.5%	-17.6%	1.7%	10.5%	1.4%	-12.8%	7.3%	0.4%	4.4%	0.3%
CCOC(=O)Nc1nnc(CCc2ccccc2)s1	3.3%	6.8%	-7.1%	-39.2%	-2.0%	0.7%	8.6%	6.0%	-1.5%	4.2%	7.7%
CC1(C)CC2CN(C(=O)Cc3ccccc3)C(C)(C2)C1 (stereo not given)	-1.8%	-20.6%	3.5%	2.4%	-8.4%	-3.8%	1.3%	7.9%	2.9%	1.2%	-1.1%
O=C(NCc1cccc(Cl)c1)c1cc(=O)[nH]c2ccccc12	-2.2%	1.2%	-4.1%	14.1%	52.3%[activator]	-6.5%	8.1%	1.1%	-1.5%	2.6%	-5.7%

Screens as filed in PubChem BioAssay.
